Bioassay records from PubChem.
Cardiac RTF inh – cardiac RTF calcium sensitivity inhibitors, primary screen, biochemical, IANBD-TnC fluorescence, EC70 calcium; IANBD-labeled cardiac RTF, Ca2+ fluorescence; inhibition, % at 7.15 µM; actives 0.12% (n = 340,000); AID 493244, 2011;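 active = inhibition above the mean inhibition of all tested compounds plus 3 SD, cut at about 17% in these data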;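 also: assay run at fixed EC70 calcium of 1.6 mM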
MOR-DOR inv ag – inverse agonists of MOR-DOR heterodimerization, primary screen, cell-based, luminescence. actives 0.21% (n = 340,000). cell-based MOR-DOR heterodimer luminescence, inverse agonism. inhibition, % at 9.3 µM. Mu-type opioid receptor (Homo sapiens) + Delta-type opioid receptor (Homo sapiens), …; in the data active = inhibition above about 22%, passing the limit was not always enough;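 also: 0% = cells with DMSO and 100% = wells without cells with DMSO; values of inactives mirror those of a sister screen read the other way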
OPRM1-OPRD1 ag – agonists of OPRM1-OPRD1 heterodimerization, primary screen, cell-based, luminescence | Mu-type opioid receptor (Homo sapiens) + Delta-type opioid receptor (Homo sapiens), … | cells | activation, % at 9.3 µM | actives 0.3% (n = 340,000) | AID 504326, 2011; in the data active = activation above about 18%;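 also: 0% = vehicle-treated cells and 100% = reference agonist; values of inactives mirror those of a sister screen read the other way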
V-ATPase pH – regulators of yeast V-ATPase proton pumping, primary screen, pHLuorin cytosolic pH fluorescence | S. cerevisiae | response, % at 10 µM | actives 0.37% (n = 350,000) | AID 504577, 2011; in the data active = response mostly above about 7.3%, no sharp cut-off; inactive = mostly below about 5.4%; also: actives read high; inactives centre near 0; some compounds called inactive have numbers as strong as hits; reference of the scale not given here
HTR5A inv ag – HTR5A inverse agonists in luminescence cell assay, primary screen, counter-screen for OPRM1-OPRD1 heterodimer inverse agonist project, full-deck HTS; AID 504634, 2011; inhibition, % at 9.3 µM; actives 0.083% (n = 340,000); 5-hydroxytryptamine receptor 5A (Homo sapiens), P47898; HTR5A cell line, inverse agonism; in the data active = inhibition mostly above about 23%, no sharp cut-off; inactive = mostly below about 18%;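 also: 0% = cells with DMSO and 100% = no-cell wells with DMSO; some compounds called inactive have numbers as strong as hits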
Target sequence (P47898 whole entry, looked up): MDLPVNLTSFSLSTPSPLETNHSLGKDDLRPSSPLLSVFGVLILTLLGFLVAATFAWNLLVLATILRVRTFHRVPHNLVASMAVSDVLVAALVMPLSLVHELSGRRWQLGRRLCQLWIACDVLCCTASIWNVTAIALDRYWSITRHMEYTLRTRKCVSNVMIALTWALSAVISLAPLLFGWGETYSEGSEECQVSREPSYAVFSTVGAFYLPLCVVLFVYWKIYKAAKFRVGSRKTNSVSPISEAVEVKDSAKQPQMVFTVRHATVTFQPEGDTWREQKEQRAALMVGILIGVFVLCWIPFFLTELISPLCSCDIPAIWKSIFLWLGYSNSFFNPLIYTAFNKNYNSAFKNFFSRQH
LANA DNA inh – inhibitors of KSHV C-LANA binding to DNA, primary screen, biochemical, fluorescence polarization, FAM-LBS DNA, MBP-C-LANA, single point. Kaposi's sarcoma herpesvirus LANA C-terminal domain (residues 932-1162) DNA binding. inhibition, % at 9 µM. actives 0.078% (n = 340,000). AID 504423, 2011;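 active = highest replicate inhibition at or above 60% at 9 µM, even if other replicates fall short; inactive = all replicates below 60% inhibition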;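 also: 0% = neutral control wells and 100% = 4 µM acridine orange control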
CAL PDZ FP – untagged CAL PDZ binding inhibitors, primary screen, biochemical, fluorescence polarization, HTS; Golgi-associated PDZ and coiled-coil motif-containing protein (Homo sapiens), Q9HD26; purified CAL PDZ, TMR-peptide fluorescence polarization, 1 h; inhibition, % at 24.9 µM; actives 0.92% (n = 300,000); AID 602252, 2012;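 active = mean inhibition of at least 30% with at least half of replicates also reaching 30%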;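 also: 0% = DMSO neutral control and 100% = excess unlabeled competitor peptide PRC23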
Keap1-Nrf2 PPI – Keap1-Nrf2 protein-protein interaction inhibitors, primary screen, biochemical, fluorescence polarization, single point. actives 0.15% (n = 340,000). inhibition, % at 9.4 µM. Keap1 Kelch-Nrf2 peptide fluorescence polarization, 1536-well. Kelch-like ECH-associated protein 1 (Homo sapiens), Q14145. AID 504523, 2011; in the data active = inhibition above about 12%;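 also: human Keap1 Kelch domain with fluorescein labeled Nrf2 9mer peptide probe; 0% = neutral control wells and 100% = peptide positive control; higher means more block of Keap1 binding to Nrf2 peptide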
Target sequence (Q14145 whole entry, looked up, the tested form may be a part): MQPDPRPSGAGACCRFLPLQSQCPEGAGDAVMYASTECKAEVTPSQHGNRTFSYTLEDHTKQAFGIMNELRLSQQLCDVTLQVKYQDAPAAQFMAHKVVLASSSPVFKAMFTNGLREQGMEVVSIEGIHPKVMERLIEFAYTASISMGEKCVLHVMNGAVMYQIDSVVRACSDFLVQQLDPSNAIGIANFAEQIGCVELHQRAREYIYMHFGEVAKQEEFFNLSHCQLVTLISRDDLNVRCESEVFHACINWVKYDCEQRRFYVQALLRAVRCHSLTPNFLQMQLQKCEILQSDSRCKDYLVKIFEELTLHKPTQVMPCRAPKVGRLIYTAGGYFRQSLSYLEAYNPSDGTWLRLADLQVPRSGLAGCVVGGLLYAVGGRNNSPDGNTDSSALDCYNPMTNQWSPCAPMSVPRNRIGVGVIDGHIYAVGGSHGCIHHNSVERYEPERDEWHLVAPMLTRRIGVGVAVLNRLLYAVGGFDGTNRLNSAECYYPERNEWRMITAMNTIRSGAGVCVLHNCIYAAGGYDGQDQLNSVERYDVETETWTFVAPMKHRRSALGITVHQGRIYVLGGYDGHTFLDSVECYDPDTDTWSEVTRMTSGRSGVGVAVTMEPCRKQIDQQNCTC
HTR5A ag – HTR5A agonists in luminescence cell assay, primary screen, counter-screen for OPRM1-OPRD1 heterodimer agonist project, full-deck HTS. 5-hydroxytryptamine receptor 5A (Homo sapiens), P47898. cell-based. activation, % at 9.3 µM. actives 0.61% (n = 340,000); in the data active = activation mostly above about 9.5%, no sharp cut-off; inactive = mostly below about 7.6%;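 also: 0% = cells with vehicle only and 100% = reference agonist; strong numbers were not always called active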
cardiac RTF act – cardiac RTF calcium sensitivity activators, primary screen, biochemical, IANBD-TnC fluorescence, EC20 calcium; IANBD-labeled TnC RTF fluorescence at EC20 calcium; 0% EC20 calcium, 100% full calcium; activation, % at 7.2 µM; actives 0.24% (n = 340,000);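 active = activation above the mean over all tested compounds plus 3 SD, cut at about 30% in these data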;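 also: rise in fluorescence read as greater calcium sensitivity of cardiac thin filaments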
The depositor's hits bear a star; . = not tested or not shown.

Compound	Cardiac RTF inh	MOR-DOR inv ag	OPRM1-OPRD1 ag	V-ATPase pH	HTR5A inv ag	LANA DNA inh	CAL PDZ FP	Keap1-Nrf2 PPI	HTR5A ag	cardiac RTF act
COc1ccc(S(=O)(=O)N(c2onc(C)c2Cl)S(=O)(=O)c2ccc(OC)cc2)cc1	-1.7	4.6	-0.7	-0.8	14.6	1.3	-0.8	5.0	-2.5	-3.0
CCn1cc(/C=N/NC(=O)c2ccc3c(c2)OCO3)cn1	-3.0	5.6	-0.8	2.7	16.5	2.4	0.7	-2.3	-0.2	-6.4
O=C(c1cnn2c(C(F)(F)F)cc(-c3cccs3)nc12)N1CCCC1	-6.2	-4.2	0.8	0.7	10.6	0.0	.	-5.1	0.2	2.4
Cc1cc(C)nc(Oc2ccc([N+](=O)[O-])cc2)n1	-8.2	11.7	-2.2	-0.4	-1.4	0.6	-0.9	0.1	0.5	0.8
CC1=C(C(=O)OCc2ccccc2)C(c2ccccc2OC(F)F)NC(=O)N1 (configuration not stated)	-23.6	-32.0	5.1	1.1	2.9	0.3	-0.6	-4.9	-1.1	6.6
O=C(NCC(c1ccc(F)cc1)N1CCOCC1)c1c(F)cccc1F (configuration not stated)	-6.5	14.0	-2.8	-0.8	8.6	-2.2	3.9	-1.5	-0.3	0.0
O=S(=O)(Nc1cc(C(F)(F)F)ccc1N1CCOCC1)c1ccccc1	-0.1	14.0	-2.9	2.5	-13.5	0.1	-3.7	-4.6	2.0	-0.2
O=C(O)CN1C(=O)COc2ccc(S(=O)(=O)N3CCCCCC3)cc21	-7.0	0.1	0.0	0.7	2.4	-0.9	-6.3	-1.7	-0.6	-3.0
O=C(Cc1c(F)cccc1Cl)NNC(=O)c1ccco1	-2.8	12.7	-2.4	-0.8	6.8	0.1	.	-1.7	-1.9	-4.7
O=CN(Cc1ccco1)C1(C(=O)NC2CCCCC2)CCCCC1	-8.0	12.2	-2.3	-1.2	-1.3	-1.2	-3.5	-2.6	0.5	-0.3
O=C(N/N=C/c1ccc(OCc2ccccc2)cc1)c1ccco1	1.0	7.4	-1.4	0.5	-15.7	-1.4	.	2.3	-0.7	-5.0
CC(=O)N1CCc2cc(S(=O)(=O)CCC(=O)NCCc3ccc(C)cc3)ccc21	-2.3	-2.1	0.4	4.4	7.8	0.9	-5.8	-0.4	-2.3	-4.3
CSc1nnc(-c2sc3cc(C(F)(F)F)cnc3c2-c2ccccc2)n1C	-9.0	16.4	-3.9	-2.7	10.5	0.9	-4.3	-0.3	-4.2	1.1
COc1ccc(S(=O)(=O)NCCSCc2cccc(C)c2)cc1Br	-7.3	-12.1	2.0	4.4	0.9	-2.1	-2.1	-1.6	1.9	3.5
COc1ccccc1CNc1ccccc1F	-11.6	-28.1	4.8	-1.6	-1.6	1.4	-5.5	0.9	0.6	1.1
C=CCNC(=S)N/N=C/c1ccc(C)s1	-10.8	-10.9	2.1	2.5	-27.4	1.2	-1.9	2.0	5.2	-0.8
OCCC1CN(Cc2ccon2)CCN1Cc1ccccc1 (configuration not stated)	-16.2	4.8	-1.0	3.7	4.5	0.6	-1.7	-4.9	-1.8	4.9
COc1cccc(COc2ccc3c(C)cc(=O)oc3c2)c1	-3.7	4.5	-0.8	3.6	-4.3	-0.6	-1.6	3.4	1.1	-1.0
S=c1[nH]nc(Cc2ccc(Cl)cc2)n1-c1ccc2c(c1)OCCO2	-5.4	-3.3	0.7	1.1	-9.0	0.2	.	-2.0	-2.6	0.7
CCC(CC)C(=O)NCCCCc1ccccc1	-4.3	12.4	-2.4	3.3	4.3	-0.6	-0.3	-6.3	-1.2	3.5
O=C(O)Cc1ccc(O)cc1	-1.7	12.1	-2.3	-2.4	-7.0	-1.0	-2.1	1.9	7.2	-4.8
CN(C)C(=S)N=c1ssc(=S)n1Cc1ccco1	-4.8	37.0	-8.4	3.0	-14.1	1.3	-2.3	0.0	3.7	-1.3
Cc1ccc(CSC2=Nc3sccc3C3=NC(=O)CN23)cc1	-0.1	13.5	-3.1	-0.8	7.8	1.0	-1.0	1.6	-2.8	-0.3
CN(C)c1cccc(C(=O)OCC(=O)NCC2CCCO2)c1 (configuration not stated)	-0.5	3.9	-0.7	-2.1	1.1	1.2	4.0	2.3	-0.4	3.5
COc1cccc(C(=O)N(Cc2nc(-c3cccc(C)c3)no2)C(C)C)c1OC	-1.8	9.6	-2.3	0.5	-1.9	-0.5	1.2	-7.4	0.7	-1.1

Two entries picked at random from the list so far, as already listed:
Compound	Cardiac RTF inh	MOR-DOR inv ag	OPRM1-OPRD1 ag	V-ATPase pH	HTR5A inv ag	LANA DNA inh	CAL PDZ FP	Keap1-Nrf2 PPI	HTR5A ag	cardiac RTF act
CCn1cc(/C=N/NC(=O)c2ccc3c(c2)OCO3)cn1	-3.0	5.6	-0.8	2.7	16.5	2.4	0.7	-2.3	-0.2	-6.4
CC1=C(C(=O)OCc2ccccc2)C(c2ccccc2OC(F)F)NC(=O)N1 (configuration not stated)	-23.6	-32.0	5.1	1.1	2.9	0.3	-0.6	-4.9	-1.1	6.6

(continued)
Compound	Cardiac RTF inh	MOR-DOR inv ag	OPRM1-OPRD1 ag	V-ATPase pH	HTR5A inv ag	LANA DNA inh	CAL PDZ FP	Keap1-Nrf2 PPI	HTR5A ag	cardiac RTF act
COc1ccc(CNC(=O)c2cc(=O)c3cc(C)ccc3o2)cc1	-1.3	11.1	-2.2	-0.6	-2.9	-1.1	-0.4	1.3	0.8	-0.2
O=C(Nc1ccc(N2CCN(C(=O)c3cccs3)CC2)cc1)c1cccnc1	0.9	16.1	-2.8	-2.3	8.1	0.9	-4.7	-4.6	-2.9	-2.6
O=C(CN1C(=O)C2CC=CCC2C1=O)NCC(=O)Nc1ccc(F)c(F)c1 (configuration not stated)	8.7	6.5	-1.2	8.8	7.6	-0.3	-3.0	-0.6	-3.0	-3.0
C/C(Cc1ccccc1)=N\NC(=O)CNC(=O)c1ccc(C(C)(C)C)cc1	-7.4	-2.2	0.4	-1.0	6.1	-1.0	-2.6	-1.3	-1.1	-4.9
CN(C)CCNC(=O)c1sc2cccc(F)c2c1Cl	-5.9	13.9	-2.9	0.1	-12.7	0.0	4.2	-3.5	1.4	0.9
CCCC(=O)Nc1nnc(SCC(=O)N2CCN(c3ccccc3)CC2)s1	-25.7	6.4	-1.2	4.8	27.5	-0.3	-1.6	-0.1	-1.4	5.0
Cc1ccc(Nc2nc(CSc3nnc(-c4cccnc4)n3-c3ccccc3C)cs2)cc1	0.0	2.2	-0.4	-2.2	1.9	0.1	-0.3	-8.6	-0.2	6.7
COc1ccc(-c2nnc(SCC(=O)NNC(=O)c3ccc(C)cc3)o2)cc1	-13.4	11.6	-2.6	0.7	26.9	-1.7	-0.9	0.7	-0.9	1.3
CCCc1[nH]nc2c1C(c1ccsc1)C(C#N)=C(N)O2 (configuration not stated)	-15.3	13.0	-2.6	2.2	16.2	-1.1	-2.8	-9.8	3.8	4.2
O=C(CCC(=O)c1ccc(Br)cc1)Nc1ccc(F)cc1	-6.3	-1.1	0.2	-3.4	3.0	3.5	-7.2	1.6	-0.8	-4.7
Cc1cccc(NC(=O)CCS(=O)(=O)c2ccc(Br)cc2)c1	-7.8	-1.2	0.3	-1.2	2.4	0.7	-5.0	-1.1	-0.6	-1.4
O=C(NCCc1ccccc1)C1c2ccccc2C(=O)N1Cc1cccs1 (configuration not stated)	7.7	19.9	-3.6	3.7	1.4	-0.1	-4.2	4.8	-0.5	-2.0
O=C(NCc1ccccc1)c1nc[nH]c1C(=O)N1CCc2ccccc2C1	-5.4	4.6	-0.8	0.2	-5.0	-2.5	-2.0	-3.0	-2.5	-0.7
Cc1sc(NC(=O)COc2ccccc2)c(C#N)c1-c1ccccc1	-1.3	-11.7	2.2	0.2	6.4	0.2	0.6	-1.9	1.1	-5.8
CCCC(=O)Nc1nnc(/C=C/c2ccc(OC)cc2)s1	-0.1	.	.	-0.2	.	1.5	-8.4	2.3	.	-2.8
C=CCc1cc(/C=C2/NC(=O)N(CC(=O)OC)C2=O)cc(OC)c1O	11.9	4.5	-0.9	-1.2	11.3	2.5	-4.7	-0.1	-1.9	-0.7
O=C(COC(=O)C1Cc2ccccc2CN1C(=O)c1ccccc1Cl)Nc1ccc(N2CCOCC2)cc1 (configuration not stated)	6.2	23.0	-4.5	-0.3	-3.0	-1.3	0.6	-4.1	5.0	-7.5
O=C(Cc1ccccc1)Nc1ccc2c(c1)CCC2	-2.0	8.1	-1.6	4.5	8.3	1.2	-4.3	0.0	-2.6	0.7
CCc1cc(=O)oc2cc(OC(C)=O)cc(OC(C)=O)c12	2.6	28.3	-5.0	2.0	12.7	1.2	9.3	-5.1	-5.0	0.1
N#Cc1cccc(NCC(=O)Nc2cccc(S(=O)(=O)N3CCCCC3)c2)c1	-9.2	-2.9	0.7	-5.1	-7.0	-0.2	-2.6	-1.0	-1.1	4.8
Cc1ccc(NC2=NC(c3ccc(O)cc3)n3c(nc(C)cc3=O)N2)cc1 (configuration not stated)	-9.0	-4.6	0.9	1.0	-3.7	1.8	-4.8	-4.7	1.4	-0.7
COc1ccc(-c2nc(CSCC(=O)N3CCN(C(=O)c4ccco4)CC3)c(C)o2)cc1OC	-6.7	16.0	-3.2	-2.3	7.1	-0.5	-3.1	-2.7	-2.7	-10.9
CCN(CC)C(=O)N1CCN(c2c([N+](=O)[O-])c(=O)oc3ccccc23)CC1	-7.7	6.8	-1.7	-3.8	-3.6	0.8	-6.8	-4.5	1.4	-1.0
Cc1ccc(C(C)n2cc(C(=O)NCc3ccncc3)nn2)cc1 (configuration not stated)	-2.2	18.0	-3.1	-0.5	-12.9	-0.3	-3.2	4.2	1.1	2.6
CN1CCN(S(=O)(=O)c2ccc3c(c2)CC(=O)N3C)CC1	-1.9	3.8	-0.9	-0.2	6.4	-1.0	-0.2	-1.4	-2.5	-1.7
CCc1ncc(CN2CCCC(C(=O)Nc3cccc(-c4cccc(C)c4)c3)C2)cn1 (configuration not stated)	-0.8	-7.3	1.4	-0.6	-10.4	-0.7	-8.2	3.0	0.9	-6.0
C/C(=N\NS(=O)(=O)c1ccc(C)cc1)c1cc2ccccc2oc1=O	1.8	-2.2	0.4	4.0	-8.4	-0.9	-3.1	-4.4	3.1	7.2
CCC(C)c1ccc(NC(=O)N2CCOCC2)cc1 (configuration not stated)	0.0	5.8	-1.2	-1.2	13.7	1.4	12.1	-1.1	-3.7	7.2
